Source: PubChem BioAssay (National Center for Advancing Translational Sciences (NCATS))
Rab9 promoter act: activates the Rab9 promoter. Huh7 Rab9 promoter-luciferase reporter, luminescence, 24 h. Potency, µM (doses to about 9.22 µM), for inactives: top-dose activation, negative = inhibition, usual class: activators. 2.8% of 320,000 active. AID 485297; further: potency means the concentration at half of the fitted maximal effect; % of control where 0% means no effect; nearly all actives have a fitted effect of over 60% in size
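Cells were plated at 1500 per well in reduced-serum medium with 10% FBS and left 2 h. Compound in DMSO was then added for 24 h at 37 °C. Reporter signal was read by luminescence after 10 min with luciferase detection reagent.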
PKM2 activator: activators of human pyruvate kinase M2 | P14618 | purified PKM2, Kinase-Glo ATP luminescence, activation; response scale: 0% is enzyme alone, no compound | Potency, µM (top dose mostly 57.5 µM), for inactives: at the highest dose activation, usual class: activators | 0.34% of 260,000 active | AID 1631; further: potency means the concentration at half of the fitted maximal effect; on the % scale 0 is the no-effect control and ±100 the full control effect; nearly all actives have a fitted effect of over 55% in size
Target sequence (P14618 whole entry, looked up): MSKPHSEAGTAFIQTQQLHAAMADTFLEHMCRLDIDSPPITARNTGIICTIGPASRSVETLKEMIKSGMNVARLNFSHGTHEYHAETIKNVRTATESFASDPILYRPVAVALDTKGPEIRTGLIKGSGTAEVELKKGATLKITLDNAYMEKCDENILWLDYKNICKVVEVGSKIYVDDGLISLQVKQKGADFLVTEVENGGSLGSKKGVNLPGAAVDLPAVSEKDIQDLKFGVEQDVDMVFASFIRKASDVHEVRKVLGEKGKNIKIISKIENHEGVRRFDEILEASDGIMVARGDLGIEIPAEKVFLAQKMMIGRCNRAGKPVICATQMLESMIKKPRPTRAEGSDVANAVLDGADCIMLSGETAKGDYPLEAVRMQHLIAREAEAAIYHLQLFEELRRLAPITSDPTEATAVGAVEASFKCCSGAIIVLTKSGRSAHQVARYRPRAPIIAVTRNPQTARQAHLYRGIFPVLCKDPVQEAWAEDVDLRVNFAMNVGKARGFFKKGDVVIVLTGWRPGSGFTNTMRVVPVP
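ATP formation by purified human PK-M2, quantified via coupled luciferase luminescence after 1 h at room temperature with 0.1 mM ADP and 0.5 mM PEP final.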
Menin-MLL TR inh: menin-MLL binding inhibition, Texas Red mutant peptide; O00255; Menin + Texas Red MLL mutant peptide, fluorescence polarization; Potency, µM (series often up to 61.6 µM), without a hit: at the top dose FP activity change, negative = inhibition, usual class: inhibitors; 0.23% of 270,000 active; AID 1768; active means well fitted inhibition curve with a large enough effect in the polarisation, with a control signal flat, not every such curve was filed as active; inconclusive means small, poorly fitted or top-dose-only effect, or effect the other way, or a change in a side signal; inactive means no such curve, though single readings can be large or run the other way; the % refers to the polarisation; further: potency means the concentration at half of the fitted maximal effect; % of control where 0% means no effect; many of its hits are not listed in these tables
FLuc counter: firefly luciferase modulation, counter-screen for miR-21 project. P08659. purified FLuc, Km substrates, luminescence inhibition. 6.9% of 360,000 active. AID 588342. Potency, µM (series often up to 57.5 µM), inactives show at the top dose activity change, negative = inhibition, actives largely listed as inhibitors;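 further: potency means the concentration at half of the fitted maximal effect; plate controls were vehicle for no effect and reference inhibitor for full effect; nearly all actives have a fitted effect of over 55% in size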
Target sequence (P08659 whole entry, looked up): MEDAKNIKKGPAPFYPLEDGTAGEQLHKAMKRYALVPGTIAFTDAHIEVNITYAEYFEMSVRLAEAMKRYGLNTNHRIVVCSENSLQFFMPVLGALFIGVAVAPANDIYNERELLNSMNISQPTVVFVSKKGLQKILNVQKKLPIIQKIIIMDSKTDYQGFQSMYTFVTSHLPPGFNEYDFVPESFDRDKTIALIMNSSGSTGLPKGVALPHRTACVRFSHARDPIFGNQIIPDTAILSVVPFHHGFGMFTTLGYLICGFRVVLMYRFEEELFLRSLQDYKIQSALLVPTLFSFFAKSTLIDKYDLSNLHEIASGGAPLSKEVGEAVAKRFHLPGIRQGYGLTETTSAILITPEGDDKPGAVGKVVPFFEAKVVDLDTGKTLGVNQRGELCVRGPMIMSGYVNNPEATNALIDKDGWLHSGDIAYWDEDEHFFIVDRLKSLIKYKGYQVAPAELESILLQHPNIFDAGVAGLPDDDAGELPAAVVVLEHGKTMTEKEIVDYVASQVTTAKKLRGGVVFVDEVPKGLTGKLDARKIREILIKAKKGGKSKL
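Purified P. pyralis luciferase (10nM final) with 10uM D-luciferin and 10uM ATP (Km levels) in 50mM Tris acetate pH 7.5, 10mM Mg acetate, 0.01% Tween-20, 0.05% BSA; qHTS 6-point titration, ~60 µM downward; luminescence read.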
RORg inh: blocks mouse ROR gamma transcriptional activity | Drosophila S2 Gal4-RORgamma UAS-luciferase reporter, 20 h | Potency, µM (top dose mostly 53.6 µM), for inactives: at the top dose activity change, negative = inhibition, actives largely listed as inhibitors | 5.4% of 310,000 active | AID 2551; further: potency means the concentration at half of the fitted maximal effect; on the % scale 0 is the no-effect control and ±100 the full control effect; nearly all actives have a fitted effect of over 60% in size
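Using a luciferase readout, inhibitors were identified by reduced reporter activity in Drosophila cells coexpressing a copper-inducible Gal4–ROR gamma fusion and UAS-driven Photinus luciferase, incubated 20 hr after 700 uM copper sulfate.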
NPC1 promoter act: activators of NPC1 promoter. AID 485313. 2.4% of 320,000 active. Potency, µM (series often up to 9.22 µM), for the others: top-dose activation, actives largely listed as activators. Huh7 NPC1 promoter luciferase reporter, 24 h;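 further: potency means the concentration at half of the fitted maximal effect; % of control where 0% means no effect; nearly all actives have a fitted effect of over 60% in size; reporter is driven by a mutant NPC1 promoter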
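Stably transfected Huh7 (NPC1 promoter→luciferase), 1500 cells/well in Opti-MEM + 10% FBS, 2 h settle, then compound 24 h at 37 °C. Luminescence after 10 min with Amplite reagent.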
Giardia killer: kills Giardia lamblia. Giardia lamblia trophozoite viability. activity change, % at 7.66 µM, hits read low. 0.15% of 340,000 active; in the data active means activity change below about -80%; inconclusive means between about -30% and that limit;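 further: parasites exposed to compound for two days anaerobically before the ATP read; on the % scale 0 is the no-effect control and ±100 the full control effect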
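Compounds were tested on trophozoites seeded at 100 cells/well and held 48 hrs at 37 deg C anaerobically. An ATP-based luminescent kit measured the remaining live cells.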
VP16 counter: inhibits Gal4-VP16 luciferase reporter, ROR gamma counter-screen; 3.5% of 310,000 active; Potency, µM (highest dose often 53.6 µM), for the others: at the top dose activity, negative = inhibition, usual class: inhibitors; Drosophila S2 Gal4-VP16 UAS-luciferase, luminescence, 20 h;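 further: Gal4-VP16 expression switched on by copper sulfate through the metallothionein promoter; potency means the concentration at half of the fitted maximal effect; on the % scale 0 is the no-effect control and ±100 the full control effect; nearly all actives have a fitted effect of over 50% in size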
ELG1 genotoxic: inducers of genotoxicity in HEK293T ELG1-luciferase cells. HEK293T ELG1-luciferase reporter, luminescence, 16 h. Potency, µM (highest dose often 46 µM), without a hit: at the highest dose activity change, positive = activation, usual class: activators. 1.3% of 330,000 active. AID 504466; further: potency means the concentration at half of the fitted maximal effect; % of control where 0% means no effect; nearly all actives have a fitted effect of over 60% in size
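Luminescence read-out: rising ELG1-luciferase signal, reflecting elevated ELG1 protein under genetic stress, flags genotoxic compounds. Cells were treated for 16 hr at 37 °C before ONE-Glo detection.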
p53 reactivator: re-activators of mutant p53; H1299 p53-A138V BP100-luciferase reporter, luminescence, 24 h; Potency, µM (top dose mostly 92.2 µM), for the others: top-dose activity change, positive = activation, most hits filed as activators; 0.063% of 320,000 active; further: potency means the concentration at half of the fitted maximal effect; % of control where 0% means no effect; nearly all actives have a fitted effect of over 45% in size
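p53-null H1299 cells stably carrying temperature-sensitive p53-A138V and a BP100-luciferase reporter were pinned with compounds (4-point, 1:5 series) and held 24 hrs at 37 deg C. Luminescence was read 10 min after detection reagent.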
BRCA1 expr up: increases BRCA1 expression. Potency, µM (top dose mostly 46.1 µM), for inactives: top-dose activation, most hits filed as activators. MCF7-BRCA1-FFLuc reporter, luminescence, 48 h; response scale: scaled: vehicle 0%, 10 µM genistein 100%. 1.1% of 380,000 active; further: potency means the concentration at half of the fitted maximal effect; nearly all actives have a fitted effect of over 80% in size; some results filed as inactive show a strong effect at the top dose
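MCF7-BRCA1-FFLuc cells, 2000/well in phenol-red-free MEM, attached 2 h then treated 48 h at 37 C. Luciferase luminescence read 15 min after reagent; normalized to genistein maximum activation (10microM) and DMSO, concentration-response fitted.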
Active calls of the source: *; ? = inconclusive; / = not tested or not shown; [ ] = remark or other dose. Unless noted, the call rests on the fitted dose curve; in most records, active means well fitted curve in the direction sought with a large enough effect; inconclusive means small, poorly fitted or top-dose-only effect, or another doubt; inactive means no such curve, though single readings can be large; an effect the other way counts as inactive or inconclusive. An excerpt, so the mix of outcomes need not match the whole.

molecule,Rab9 promoter act,PKM2 activator,Menin-MLL TR inh,FLuc counter,RORg inh,NPC1 promoter act,Giardia killer,VP16 counter,ELG1 genotoxic,p53 reactivator,BRCA1 expr up
COc1ccc(CNCc2cc3c(C(C)(C)C)nn(-c4ccccc4)c3[nH]c2=O)cc1,-2%,7%,33%[activator],-1%,?,0%,26,?,8%,0%,-51%
Cc1ccc(C)c(S(=O)(=O)N2CCN(Cc3ccc(O)c4ncccc34)CC2)c1,-31%[inhibitor],0%,-1%,1%,2µM*,-42%[inhibitor],-12,3.2µM*,9%,15%,-90%[inhibitor]
O=C1CN(c2ccc(F)cc2)C(=S)N1c1ccccc1,-2%,/,-16%,-1%,-33%,6%,-7,21%,1%,1%,-12%
O=C(Nc1ccc2nsnc2c1)c1cccs1,17%,-3%,7%,-19%,25%,23%,-2,0%,-4%,9%,-9%
N#Cc1c(C(F)(F)F)cc(-c2ccco2)nc1SCc1ccccn1,/,3%,-4%,16%,-21%,/,2,-11%,/,/,-50%
CCOc1ccc(-c2cc(C(=O)NCC3CCCO3)c3ccccc3n2)cc1 (stereo not drawn),18%,2%,-13%,5.4µM*,34%,13%,-13,-9%,-11%,12%,34%
Cc1ccc(-n2[nH]c(C)c(C=NC34CN5CN(CN(C5)C3)C4)c2=O)cc1C,/,-7%,?,-6%,-27%,/,1,5%,/,/,12%
O=C(N/N=C/c1ccncc1)c1nn(Cc2ccccc2)c(=O)c2ccccc12,-5%,-2%,4%,-12%,4%,-7%,34[activator],-8%,5%,-1%,1%
O=C(CSc1nnc2ccccn12)NNC(=O)c1ccc(F)cc1,-1%,/,-11%,0%,4%,0%,2,6%,0%,-1%,1%
COc1ccc(OC)c(Nc2nc(-c3ccncc3)nc3ccccc23)c1,-14%,/,28%,-1%,-19%,-24%,-5,-11%,-3%,-1%,-46%
COc1cc(OC)cc(Oc2ccc(S(=O)(=O)N3CCCCC3)cc2[N+](=O)[O-])c1,1%,2%,-1%,0%,-8%,0%,13,24%,0%,12%,3%
CCN(C(=S)NCCOC)c1cccc2ccccc12,-1%,3%,-7%,-3%,?,0%,-2,-3%,-1%,-1%,-4%
CCn1cc(C(=O)N(CCCN2CCOCC2)Cc2ccco2)c(=O)c2ccc(C)nc21,-3%,6%,-3%,-1%,-28%[0.365 µM],-1%,4,/,0%,15%,4%
O=C1CC(N2CCN(c3ccccn3)CC2)C(=O)N1CC(c1ccccc1)c1ccccc1 (stereo not drawn),-6%,-16%,-2%,-8%,1%,-5%,-5,-4%,-9%,-6%,-32%
Cc1ccc(S(=O)(=O)NCC(=O)N(CC(=O)NC2CCCC2)c2ccc3c(c2)OCCO3)cc1,17%,?,0%,0%,3%,6%,2,3%,4%,-14%,3%
COc1cccc(N2C(=NC(=O)CCC3CCCC3)SC3CS(=O)(=O)CC32)c1 (stereo not drawn),-1%,0%,38%[activator],3%,-36%,-1%,9,-6%,5%,-10%,2%
Cn1c(SCC(N)=O)nnc1C1CCN(C(=O)NC2CCCCC2)CC1,1%,-6%,-3%,-1%,27%,5%,-11,-3%,0%,3%,16%
CCOc1ccc(S(=O)(=O)N2CCCC(C(=O)NC3CCCC3)C2)cc1 (stereo not drawn),-1%,1%,-2%,4%,/,2%,-1,/,-2%,/,-15%
Cc1ccc(NC(=O)COC(=O)C2C3CC4OC(=O)C2C4C3)cc1Cl (stereo not drawn),4%,/,11%,-7%,15%,?,30[activator],18%,12%,9%,0%
COc1ccc(N2CCN(S(=O)(=O)c3ccc4c(c3)NC(=O)C(C)S4)CC2)cc1 (stereo not drawn),-29%,/,/,-1%,?,-17%,-12,?,-2%,-6%,-20%
Cc1cc(Cl)c(S(=O)(=O)Nc2ccc3c(c2)OCO3)cc1OCC(N)=O,0%,18%,5%,-2%,33%,-4%,4,0%,-2%,-1%,-5%
CCc1sc(C(=O)Nc2ncccc2O)cc1C,2.2µM*,4%,/,6µM*,11%,1.6µM*,-9,-10%,?,?,-43%
CN(CC(=O)Nc1ccc(F)cc1)C(=O)c1ccc(-c2ccc(Cl)cc2)o1,3%,-2%,42%[activator],?,/,-3%,-5,/,-1%,/,-10%
Cc1csc(NC(=O)C2C3C=CC(O3)C2C(=O)O)n1 (stereo not drawn),0%,-1%,-13%,1%,19%,2%,13,8%,3%,7%,-3%
NC(=O)CSc1nnc(-c2cccnc2)n1CCc1ccccc1,-1%,-2%,8%,1%,-4%,-6%,-18,-1%,-1%,-12%,0%
CCS(=O)(=O)N1Cc2ccccc2CC1C(=O)Nc1nc2ccc(C)cc2s1 (stereo not drawn),18%,11%,-15%,?,1.3µM*,5%,5,?,0%,?,-20%
O=C(c1cc(COc2cccc(C(F)(F)F)c2)on1)N1C[C@H]2CC[C@H]1C2,2.2µM*,-4%,/,15µM*,?,2.8µM*,3,1%,?,6%,13µM*
Cc1cc(C)c2[nH]c(=O)c(CN(CC3CCCO3)C(=O)c3cnccn3)cc2c1 (stereo not drawn),-2%,-9%,0%,0%,18%,0%,10,-5%,3%,-23%,-33%
S=c1[nH]cc(-c2ccc(Cl)cc2)n1Cc1ccccc1,8%,0%,/,?,2.5µM*,5%,-16,2.8µM*,5%,11%,63%
O=C(CSc1nnc(Nc2ccccc2F)s1)NC1CC1,17%,/,/,?,/,0%,10,/,9%,?,-1%
CC1CCCCN1CCNC(=O)CCc1nnc2n(Cc3ccccc3)c(=O)c3ccccc3n12 (stereo not drawn),-4%,-5%,-14%,1%,1%,-4%,-11,-5%,-3%,15%,-12%
COc1ccc(CCNC(=O)CCc2ccc(OC)cc2)cc1,1%,0%,-1%,4%,29%,-2%,-2,5%,0%,2%,1%
COc1ccc(C(=O)CSc2n[nH]c(=O)n2Cc2ccco2)cc1,25%,0%,/,-25%,18%,15%,23,-10%,5%,0%,37%
CC(C)=CCN1CCN(Cc2nc(-c3ccccc3)cs2)CC1CCO (stereo not drawn),-1%,10%,?,-17%,9%,-1%,-11,-6%,-4%,0%,8%
CCOC(=O)c1c(NC(=O)OC)sc(C(=O)N(CC)CC)c1C,-5%,0%,-2%,6%,-36%,-3%,-7,0%,-3%,2%,-26%
C[C@H](NC(=O)c1[nH]cnc1C(=O)Nc1ccc(CNC(=O)OC(C)(C)C)cc1)C(=O)OC(C)(C)C,-2%,2%,/,0%,8.9µM*,-3%,15,?,-13%,10%,-68%
Cc1ccccc1OCCNc1ccc(C(F)(F)F)cc1[N+](=O)[O-],10%,-1%,17%,?,34%,0%,-3,-15%,1%,?,45%
COc1cc2c(cc1NC(=O)c1cc(-c3ccccn3)nc3ccccc13)oc1ccccc12,-2%,-2%,-16%,1%,-1%,0%,-7,-13%,-4%,-1%,-14%
OCc1cc(-c2ccc(Cl)c(Cl)c2)on1,-4%,5%,13%,-7%,4%,2%,1,3%,3%,10%,-11%
Cc1ccc(S(=O)(=O)N(C)CC(=O)NNC(=O)Cc2cccc(F)c2)cc1,3%,/,/,5%,/,1%,15,/,-1%,5%,-4%
CCc1nnc(NC(=O)CSc2nncc(=O)n2N)s1,12%,0%,-2%,0%,?,1%,45[activator],1%,-1%,-3%,1%
S=C(NC1CCCCC1)N(CCc1ccccc1)CCc1ccccc1,-1%,7%,-8%,1%,10µM*,1%,-8,10µM*,-3%,2%,-16%
Cc1ccc(S(=O)(=O)N2CCN(C(=O)CSCc3ccc(C(C)C)cc3)CC2)cc1,-11%,/,/,1%,/,-2%,-5,/,-3%,2%,-42%
COc1ccc(OCC(=O)Sc2ccc(C)cc2)cc1,-14%,-1%,/,?,3.2µM*,-1%,0,1%,-4%,5%,-28%
O=C(CN1C(=O)CCC1=O)Nc1cccc(NC(=O)CN2C(=O)CCC2=O)c1,-2%,-2%,9%,0%,0%,0%,9,-4%,5%,-2%,-12%
COc1cccc(-c2nc(CS(=O)(=O)CC(=O)NCc3ccc(Cl)cc3)c(C)o2)c1,0%,-6%,2%,-1%,-14%,-1%,19,-4%,3%,-3%,-14%
Cc1ccc(C2=NNC(=Nc3ccc(F)cc3)SC2)cc1,18%,-14%,?,17µM*,?,30%,8,?,-1%,40%,63%
COc1ccc(-c2cc3ccccc3n2CC(O)CN2CCN(CCO)CC2)cc1 (stereo not drawn),0%,3%,3%[11.7 µM],-2%,15%,2%,30,5%,-2%,-1%,10%
